# Bioassay records (PubChem BioAssay)
# H69AR growth 86K = blocks growth of human H69AR lung tumor cells; 85,000 compounds, 6% hits; viability, % at 10 µM; H69AR lung tumor viability, ATP luminescence, 72 h; stronger effect = lower value; AID 598;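 active = viability at or below 40%; inactive = viability above 40%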;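 also: multidrug resistant small cell line overexpressing MRP-1 efflux transporter; 100% = mean luminescence of untreated control wells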
# Lung fibro prol = blocks proliferation of human lung fibroblasts; AID 719; 85,000 compounds, 1.1% hits; LL 47 human lung fibroblast viability, ATP luminescence; stronger effect = lower value; viability, % at 10 µM;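 active = viability at or below 50% in the single dose screen; inactive = viability above 50%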;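 also: compound exposure lasted 72 h before the ATP readout; 100% = median luminescence of untreated cell-only wells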
#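 Signal: luminescent ATP detection, CellTiter-Glo; assay system: LL 47 human lung fibroblasts; input: 1,150 cells/well; incubation: overnight cell rest, 72 h compound treatment at 37 °C; measure: % viability versus median cells-only luminescence; medium: IMEM growth medium with 15% fetal bovine serum; dosing: compound addition at 0.1% DMSO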
# ERa SRC1 inh = ER-alpha (human) coactivator binding inhibition | inhibition, % at 25.6 µM | 86,000 compounds, 1.7% hits | TR-FRET ER-alpha LBD / SRC-1 peptide, estradiol-bound | P03372; in the data active = inhibition above about 50%;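 also: 0% = receptor plus peptide control and 100% = peptide only without receptor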
# Target sequence (P03372 whole entry, looked up, the tested form may be a part): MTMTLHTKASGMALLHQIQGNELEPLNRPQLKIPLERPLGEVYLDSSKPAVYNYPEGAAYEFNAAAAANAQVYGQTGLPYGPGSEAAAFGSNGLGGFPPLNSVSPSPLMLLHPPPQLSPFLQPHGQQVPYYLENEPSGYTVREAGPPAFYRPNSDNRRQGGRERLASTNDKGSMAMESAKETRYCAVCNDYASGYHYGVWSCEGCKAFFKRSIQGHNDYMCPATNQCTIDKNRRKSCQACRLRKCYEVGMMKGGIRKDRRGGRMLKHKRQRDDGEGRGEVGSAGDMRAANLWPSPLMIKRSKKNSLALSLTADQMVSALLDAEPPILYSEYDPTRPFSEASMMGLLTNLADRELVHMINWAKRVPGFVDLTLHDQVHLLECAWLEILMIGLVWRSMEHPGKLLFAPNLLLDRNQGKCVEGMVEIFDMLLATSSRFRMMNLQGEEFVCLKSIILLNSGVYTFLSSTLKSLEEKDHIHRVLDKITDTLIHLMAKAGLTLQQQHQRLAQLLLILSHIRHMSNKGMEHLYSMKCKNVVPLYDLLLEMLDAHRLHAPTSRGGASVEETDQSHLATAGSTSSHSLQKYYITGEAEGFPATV
# HUVEC inhibit = inhibitors of human endothelial cell proliferation; HUVEC proliferation, CellTiter-Glo luminescence, 72 h; stronger effect = lower value; viability, % at 10 µM (by protocol); 86,000 compounds, 1.1% hits; AID 648;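 active = viability at or below 30%; inactive = viability above 30%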;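 also: 100% = median luminescence of DMSO-only cell control wells on each plate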
# ERa coact pot = enhances coactivator binding to human estrogen receptor alpha; coactivator binding (% of control), % at 25.6 µM; TR-FRET ERalpha-LBD/SRC-Cy5 coactivator binding, 2 h; 100 = basal binding, no effect; 86,000 compounds, 1.3% hits; P03372; in the data active = activity above about 200%;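 also: binding measured in presence of low estradiol as agonist stimulus; 0% = peptide alone without receptor and 100% = receptor with peptide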
# ERb coact inh = ER-beta (human) coactivator binding inhibition; Q92731; TR-FRET ER-beta LBD / SRC1-Cy5 peptide binding; receptor agonist-loaded with 1 µM estradiol; inhibition, % at 25.6 µM; 86,000 compounds, 1.3% hits;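 active = compounds whose percent inhibition of the receptor-coactivator binding signal exceeds about 50% in the single-dose screen, limit read from the data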;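 also: 0% = receptor plus peptide wells without compound and 100% = peptide-only wells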
# Mac1 fbg enh = increases human CD11b/CD18 adhesion to fibrinogen | K562 CD11b/CD18 adhesion to fibrinogen, ATPlite luminescence | 93,000 compounds, 0.07% hits | activation, % at 10 µM | AID 1499 | P05107+P11215;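 active = 10 µM primary screen giving 50% or more activity, confirmed by 40% or more on retest at that dose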; also: strong numbers were not always called active
# Smad3 FoxH1 inh = inhibitors of human Smad3 transcription factor binding; TR-FRET Smad3/Dy647-FoxH1 peptide binding, europium anti-His; inhibition, % at 25 µM; 88,000 compounds, 0.29% hits; AID 630;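 active = compounds that reduce the energy-transfer binding signal between the protein and its labelled peptide by more than half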;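 also: 0% = Smad3 plus labelled peptide maximal FRET and 100% = peptide-only background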
# Target sequence (P84022 whole entry, looked up): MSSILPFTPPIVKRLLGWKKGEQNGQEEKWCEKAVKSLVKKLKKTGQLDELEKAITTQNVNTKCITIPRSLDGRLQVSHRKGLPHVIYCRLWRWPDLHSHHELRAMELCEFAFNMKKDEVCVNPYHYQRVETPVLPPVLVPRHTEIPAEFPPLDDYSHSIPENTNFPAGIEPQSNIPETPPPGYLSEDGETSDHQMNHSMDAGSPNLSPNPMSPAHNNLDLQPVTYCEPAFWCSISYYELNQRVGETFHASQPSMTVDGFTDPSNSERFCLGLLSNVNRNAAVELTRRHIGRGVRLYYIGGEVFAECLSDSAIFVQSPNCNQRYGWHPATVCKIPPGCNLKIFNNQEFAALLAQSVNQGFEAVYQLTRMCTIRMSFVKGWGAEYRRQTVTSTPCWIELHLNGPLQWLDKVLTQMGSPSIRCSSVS
# MT1-MMP txn act = activates MT1-MMP transcription | activation factor at 10 µM | 86,000 compounds, 0.16% hits | AID 750 | HT1080 MT1-MMP promoter luciferase reporter, luminescence, overnight; stronger effect = higher value;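 active = activation factor of at least 2 for MT1-MMP transcription at 10 µM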
# Numbers without * were called inactive; nt = not tested or not shown; [ ] = another dose, or the depositor's remark. These rows are one share of the data, so the mix of outcomes need not match the whole.
SMILES,H69AR growth 86K,Lung fibro prol,ERa SRC1 inh,HUVEC inhibit,ERa coact pot,ERb coact inh,Mac1 fbg enh,Smad3 FoxH1 inh,MT1-MMP txn act
Cc1cccc2cc(CN(Cc3ccco3)C(=O)c3ccncc3)c(=O)[nH]c12,87,102,1,99,97,1,1,-3,0.9
O=C(Nc1ccc(N2CCOCC2)cc1)c1ccncc1,116,102,-2[fluorescence artefact?],105,84[fluorescence artefact?],20,nt,-8,1.7
COc1cccc2sc(NC(=O)c3ccc(S(=O)(=O)N4CCOCC4)cc3)nc12,69,110,0,96,92,-7,1,0,1.1
CCc1nc(SCc2cc(Cl)ccc2OC)n[nH]1,87,97,-4,85,116,-8,6,11,1.1
CCN(CC)S(=O)(=O)c1ccc(-c2nnc(SCC(=O)N3CCOCC3)o2)cc1,85,98,2,92,104,1,-2,0,1.2
Nc1ccc2c(c1)COc1ccccc1O2,101,98,-11,87,104,-1,-1,-3,1.7
CCCC(=O)C1=C(O)C(C(=O)OC)C(C)(C)CC1=NC(C)C (centres undefined),72,98,-4,100,136,-19,nt,-10,1.2
Cc1ccc(-c2nnn(CCC(=O)N3CCCCC3C)n2)cc1 (centres undefined),92,97,5[fluorescence artefact?],105,108,-5,-2,0,1.4
Cc1ccc(C2C(C(=O)c3cccs3)=C(O)C(=O)N2CCN2CCOCC2)o1 (centres undefined),92,105,-71,100,128,-15,-1,-4,1.1
O=C(Nc1nnc(COc2ccc(F)cc2)s1)c1cccs1,99,98,-1,82,106,0,-6,2,0.9
COc1ccc(C(=O)NCC(c2cccnc2)N2CCN(c3ccccc3OC)CC2)cc1OC (centres undefined),95,103,-8,103,99,-8,2,-3,1.1
S=C1NC(c2ccccc2)N2C(=S)NC(c3ccccc3)N12 (centres undefined),45,98,0,97,86,-2,0,-2,1.9
FC(F)Sc1ccc(NC(=S)NC2CCCCC2)cc1,18*,96,5,49,87,-9,-9,1,1.4
Cc1nn(-c2ccccc2)c2sc(C(=O)OCC(=O)N3CCCCC3)cc12,87,103,2[fluorescence artefact?],85,124[fluorescence artefact?],-1[fluorescence artefact?],-3,-2,1
O=C(c1ccco1)N1CCN(C(c2ccccc2Cl)c2nnnn2Cc2cccs2)CC1 (centres undefined),33*,73,2,80,102,1[fluorescence artefact?],0,-3,0.8
CCN(CC)CC(=O)Nc1nn(-c2ccccc2)nc1C(N)=O,82,103,-5,102,111,-4[fluorescence artefact?],nt,2,1.1
CCOC(=O)c1sc2nccc(N(C)C)c2c1N=CNOCc1c(F)cccc1Cl,79,110,10,88,121,1[fluorescence artefact?],4,-3[fluorescence artefact?],1.2
CCn1c(SCC(=O)NCc2ccco2)nc2c(c1=O)SC(C)C2 (centres undefined),90,92,12[fluorescence artefact?],90,96,19[fluorescence artefact?],-1,-1,1.1
CC(=O)NCCOC(=O)Nc1cccnc1,101,98,1,94,96[fluorescence artefact?],12,-1,-4,0.9
COc1c(F)c(F)c(C(=O)Nc2ccc3oc(-c4ccncc4)nc3c2)c(F)c1F,87,100,24,98,140,19,92,-6,0.9
CCOc1ccccc1NC(=O)CN(c1nccs1)S(=O)(=O)c1ccc(N)cc1,102,100,-6,102,113,2,3,-8,1.2
CC(NCc1ccco1)C(=O)N1CCc2ccccc2C1 (centres undefined),94,105,-4,101,100,3,1,3,1.1
Cc1ccc2nc(C(F)OC(F)(F)F)[nH]c2c1 (centres undefined),96,98,11,95,105,4,-4,-2,1.1
Cc1ccc(S(=O)(=O)N2CCOCC2)cc1C(=O)NCc1cn2ccsc2n1,91,94,3,99,94,6[fluorescence artefact?],0,13,1.1
O=C(CSCc1ccc([N+](=O)[O-])cc1)NN=C1CCCCCC1,100,101,-7,97,111,-6,nt,13[fluorescence artefact?],1.1
CCc1ccc(CCC(=O)Nc2ccccc2C(=O)O)o1,92,104,7,84,91,-2,-4,1,1.2
O=C(Nc1ccc(Cl)cn1)c1cccc(S(=O)(=O)N2CCOCC2)c1,84,95,-2,98,96,-10,1,-2,1.3
O=C1CC(Sc2nnc(-c3ccccc3O)o2)C(=O)N1c1ccccc1 (centres undefined),1.7*,2.4*,0,96,97,7,-5,-1,1.1
COc1ccc(NC(=O)c2cc(OC)c(OC)cc2OC)c(S(=O)(=O)N2CCOCC2)c1,71,103,1,100,108,-2,-3,-45,1.2
Cc1ccc(C(=O)Oc2ccc(C(=O)COC(=O)C3CC(=O)N(Cc4ccco4)C3)cc2)cc1 (centres undefined),83,101,24,96,274*[fluorescence artefact?],7,nt,5,1.7
O=C(Nc1nc(-c2ccccc2)cs1)c1cccnc1,90,107,1,101,111,2,-2,1,nt
CS(=O)(=O)N1N=C(c2ccccc2)CC1c1cccs1 (centres undefined),87,98,-13,90,89,-8,nt,-10,1.4
c1nc(NCC2(N3CCOCC3)CCCCC2)c2ccsc2n1,85,98,9,97,85,4[fluorescence artefact?],nt,-2,1.1
CC(C)(C)C1CCC2(CC1)SCC(=O)N2c1ccccc1 (centres undefined),97,97,-5,111,103,3,-2,-4,1
CN(/N=C/c1cccnc1)c1cnn(-c2ccc(F)c(Cl)c2)c(=O)c1Cl,107,108,61*,98,125[fluorescence artefact?],37,9,-26,1.2
COCCNS(=O)(=O)c1ccc2c(c1)n(C)c(=O)n2C,95,96,2,83,94,5,-3,7,1.2

# Quoted from the listing:
# Smad3 FoxH1 inh result of `O=C(c1ccco1)N1CCN(C(c2ccccc2Cl)c2nnnn2Cc2cccs2)CC1` (centres undefined) = -3
# HUVEC inhibit result of `CN(/N=C/c1cccnc1)c1cnn(-c2ccc(F)c(Cl)c2)c(=O)c1Cl` = 98

# Grouped by structure, those above with fluorine.
SMILES,H69AR growth 86K,Lung fibro prol,ERa SRC1 inh,HUVEC inhibit,ERa coact pot,ERb coact inh,Mac1 fbg enh,Smad3 FoxH1 inh,MT1-MMP txn act
O=C(Nc1nnc(COc2ccc(F)cc2)s1)c1cccs1,99,98,-1,82,106,0,-6,2,0.9
FC(F)Sc1ccc(NC(=S)NC2CCCCC2)cc1,18*,96,5,49,87,-9,-9,1,1.4
CCOC(=O)c1sc2nccc(N(C)C)c2c1N=CNOCc1c(F)cccc1Cl,79,110,10,88,121,1[fluorescence artefact?],4,-3[fluorescence artefact?],1.2
COc1c(F)c(F)c(C(=O)Nc2ccc3oc(-c4ccncc4)nc3c2)c(F)c1F,87,100,24,98,140,19,92,-6,0.9
Cc1ccc2nc(C(F)OC(F)(F)F)[nH]c2c1 (centres undefined),96,98,11,95,105,4,-4,-2,1.1
CN(/N=C/c1cccnc1)c1cnn(-c2ccc(F)c(Cl)c2)c(=O)c1Cl,107,108,61*,98,125[fluorescence artefact?],37,9,-26,1.2

# New compounds follow.
SMILES,H69AR growth 86K,Lung fibro prol,ERa SRC1 inh,HUVEC inhibit,ERa coact pot,ERb coact inh,Mac1 fbg enh,Smad3 FoxH1 inh,MT1-MMP txn act
COc1ccc(C(=O)c2ccccc2)c2c(O)ccc(C(=O)c3ccccc3)c12,91,92,8,34,84,-17,-3,-13,1.2
Nn1c(SCC(=O)Nc2ccc(F)cc2)nnc1C1CCCCC1,87,102,6,103,103,1,4,-5,1
O=C(NCc1ccco1)c1ccc(Br)s1,90,105,9,94,115,8,-5,3,1.2
N#CCC(=O)Nc1sc2c(c1C(N)=O)CCCC2,91,114,-2,105,94,-3,nt,1,1.1
COc1ccccc1CNC(=O)c1ccc(OCc2c(C)noc2C)c(OC)c1,90,101,-5,90,94,-4,-2,-3,nt
O=C(NCc1cccc(Cl)c1)c1ccc2c(c1)OCO2,100,94,-8,80,110,0,5,14[fluorescence artefact?],1.2
CC(=O)NS(=O)(=O)c1ccc(NC(=O)c2ccccc2F)cc1,85,98,-20,111,112,-10,nt,-6,1.1
COc1cccc(Oc2nc3ncn(Cc4ccccc4)c3c(=O)n2C)c1,101,88,1,96,107,-4,-1,-2,1.2
CCOc1cc(C(=S)N2CCOCC2)ccc1OC,96,96,-2,108,98,-7,-3,-4,nt
Cc1[nH]n(-c2ccc(Cl)cc2)c(=O)c1/C=N/n1c(C)nc2ccccc2c1=O,50,80,-64,62,102,-3,nt,11,1
O=C(N1CCCC1)n1c(Cc2ccccc2)nc2ccccc21,109,101,-5,100,97,-4,-2,-6,1.1
COC(=O)c1c(C)cc(OC(C)=O)c(C)c1OC(C)=O,91,104,-8,109,119,-4,-2,4,1.1
CCc1nc(N2CCCC(C)C2)c2oc3ccccc3c2n1 (centres undefined),47,90,13,73,77[fluorescence artefact?],10,-2,2,1.1
COc1ccc2[nH]c(=O)c(CN(Cc3cccs3)Cc3nnnn3C(C)(C)C)cc2c1,72,102,-7,85,92[fluorescence artefact?],-8,2,-4,1
CC(C)CC(NS(=O)(=O)c1ccc2c(c1)oc(=O)n2C)C(=O)NC1CCCc2ccccc21 (centres undefined),102,88,-6,82,115,-4,7,-5,1.1
Cc1cccc(C)c1NC(=O)C(NC=O)c1ccccc1Cl (centres undefined),107,99,5,95,84,25[fluorescence artefact?],nt,-15,1
CS(=O)(=O)N1CCN(C(=O)Cc2cccs2)CC1,90,104,-1,98,93[fluorescence artefact?],10,0,8,1.1
CCc1ccc(-c2nnn(CCC(=O)OC)n2)cc1,96,99,-5,96,109,8,nt,8,nt
COC(=O)c1cc(COc2ccc3oc(C)c(C(=O)OC)c3c2)c(C)o1,68,105,0,93,118[fluorescence artefact?],6,-2,-3,1
O=c1c(F)cn(C2CCCO2)c(=O)n1Cc1ccccc1Cl (centres undefined),81,101,-21,98,115,-19,nt,-6,1.1
O=C(NCc1ccccc1)c1ccc(CS(=O)(=O)c2ccccc2)o1,91,98,11,97,95[fluorescence artefact?],-7,-4,-3,1.1
c1ccc(-c2nn3c(C4CCCCC4)nnc3s2)cc1,86,105,1,105,110,-14,-2,3,1.1
Cc1ccc(-c2nc(CS(=O)CC(=O)NCCN3CCCC3)c(C)o2)cc1 (centres undefined),99,108,-2,101,117[fluorescence artefact?],-1[fluorescence artefact?],3,-9,1.1
Cc1ccc(NC(=O)c2noc3c2CC(C(C)(C)C)CC3)cc1 (centres undefined),87,101,-6,94,149,-8,-3,7,nt
Cc1cc(NC(=O)CC2CCCC2)n(-c2nc3ccccc3[nH]2)n1,29*,nt,-4[fluorescence artefact?],59,156,8,3,-3,1.1
c1ccc(C2CC(c3cccs3)n3nnnc3N2)cc1 (centres undefined),nt,91,-5,87,90,-6,nt,-2,1.1
CCOC(=O)c1ccccc1NC(=O)CSc1nnc(COc2ccccc2)n1CC,85,98,2,78,110[fluorescence artefact?],-3,-1,1[fluorescence artefact?],1.1
Cn1cnnc1SCc1nc(N)nc(Nc2ccccc2)n1,93,97,-11,106,105,-16,nt,9,1.6
Cc1cc(O)c(C(C)C)cc1NS(=O)(=O)c1ccccc1,nt,89,-1,106,105,1[fluorescence artefact?],-1,-2,1
CN=C(c1ccco1)n1c(=S)nc(-c2ccco2)n(C)c1=S,76,104,22,92,45[fluorescence artefact?],27,-4,-6,1.3
Cc1ccc(S(=O)(=O)NCCc2ccc(S(N)(=O)=O)cc2)cc1,99,109,6,97,88,7,0,-4,1.2
CCCc1cc(=O)[nH]c(SCC(=O)N2CCN(c3ccccc3)CC2)n1,93,95,-9,99,120,6,-2,-11,1.1
COCCN1Cc2cccc(C(=O)NC(C)c3cccs3)c2C1=O (centres undefined),88,98,-4,109,87,3,-1,0,1.1
Cn1ccnc1SCC(=O)Nc1ccccc1,93,100,-7,103,113,-3,nt,9,1.3
CCN1CCN(S(=O)(=O)Cc2ccccc2)CC1,113,104,-8,103,110,-11[fluorescence artefact?],-1,1,1
